NCI-60 one-dose screen, 48 h, at 10 µM unless noted. Numbers give growth in % (100 = growth as untreated, 0 = no growth, -100 = all killed).
U251 – U251 CNS tumor cells | 80,000 tested, 5.4% active
HCC-2998 – HCC-2998 colon cancer | 79,000 tested, 4.7% active | AID 1794799
HCT-116 – HCT-116 colon cancer | 82,000 tested, 7.3% active
SNB-19 – SNB-19 CNS cancer cells; 81,000 tested, 2.5% active
SF-539 – SF-539 CNS cancer; 81,000 tested, 6.8% active
SF-295 – SF-295 CNS cancer cells; 79,000 tested, 5.6% active; AID 1794758
SF-268 – SF-268 CNS cancer cells; 82,000 tested, 3.1% active; AID 1794759
SNB-75 – SNB-75 CNS cancer. 79,000 tested, 5% active. AID 1794750
KM12 – KM12 colon cancer cells; 82,000 tested, 5% active
Active calls of the source: *; · = not tested or not shown; & = joins results of further samples; ! = not confirmed by another sample. Rule for the calls: active = growth percent below 10; inactive = the rest. The order is random, and some 11% of all compounds hit somewhere here.

Sequence of screens: U251 | HCC-2998 | HCT-116 | SNB-19 | SF-539 | SF-295 | SF-268 | SNB-75 | KM12
1	CS(=O)(=O)c1ccc(/C(=N/N=C(N)N)c2ccc(F)cc2)cc1
 : 67.2 | 90.3 | 33.7 | 63.0 | 99.5 | 71.0 | 78.9 | 94.6 | 58.2
2	OCc1cnccc1NCCCCOc1ccccc1
 : 102.7 | 99.7 | 97.5 | 104.1 | 107.4 | 95.5 | 95.0 | 97.6 | 99.7
3	O=c1c2c3c(sc2[nH]c(=S)n1-c1ccc([N+](=O)[O-])cc1)CCCCC3
 : 95.3 | 105.1 | 94.5 | 93.0 | 105.0 | 95.7 | 101.5 | 97.4 | 102.8
4	O=c1onc(-c2cc3ccccc3nc2Cl)n1-c1ccc(F)cc1
 : 86.8 | 109.0 | 83.1 | · | 96.3 | 80.6 | 110.4 | 84.1 | 94.4
5	NC(=O)N/N=C1\CCn2cccc21
 : 96.1 | 104.8 | 101.4 | 97.1 | 117.4 | 104.0 | 106.8 | 95.1 | 105.3
6	COC(=O)c1ccccc1-n1cc([C@]2(OC(C)=O)CC[C@H]3[C@@H]4CCC5=CC(=O)CC[C@@H]5[C@H]4CC[C@@]32C)nn1
 : 96.4 | 109.2 | 95.2 | 90.8 | 98.3 | 89.5 | 92.7 | 66.5 | ·
7	Cc1cc(O)c(=O)cc2c1C[C@H]1CC(C)(C)/C=C/C[C@]3(C)Oc4cc(=O)c(O)cc(C)c4C[C@H]3C[C@H](O)[C@@]1(C)O2
 : 3.8* | 30.8&32.4 | 8.4*! | 4.6*! | 7.5* | 4.9* | 16.6&18.5 | 23.9&23.5 | 23.6&16.1
8	Cc1ccc2[nH]c(=S)cc(S)c2c1
 : 88.5 | 96.9 | 102.8 | 86.4 | 103.7 | 103.7 | 96.0 | 109.4 | 77.6
9	O=C(c1ccccc1)c1ccccc1-c1ccccc1
 : 25.4 | 47.1 | 14.0 | 34.7 | 20.4 | 17.1 | 45.4 | 3.1* | 29.5
10	COc1ccc(-c2nc3cc(C)ccc3n2CC(=O)N=Nc2c(O)[nH]c3ccc(Br)cc23)cc1
 : -63.1* | 22.7 | -69.6* | 29.2 | -67.1* | -61.4* | 23.0 | · | 11.5

Next section.
Sequence of screens: U251 | HCC-2998 | HCT-116 | SNB-19 | SF-539 | SF-295 | SF-268 | SNB-75 | KM12
11	COc1cc(CCn2nnc3c(NCCN4CCOCC4)ncnc32)cc(OC)c1
 : 99.2 | 100.4 | 95.0 | 99.0 | 104.8 | 98.7 | 101.2 | 97.4 | 100.4
12	O=C1CCC(=O)N1CN1CCN(c2cc(=O)n(-c3ccccc3)c3ccccc23)CC1
 : 102.6 | 102.3 | 100.2 | 99.6 | 100.6 | 112.9 | 100.9 | 88.2 | 100.0
13	COC(=O)CC1=C(c2ccc([N+](=O)[O-])cc2)CCC1=O
 : 102.7 | 109.2 | 112.4 | 109.3 | 97.0 | 100.0 | 100.9 | 82.0 | 107.2
14	O=C(CCCCl)Nc1nc(-c2ccccc2)nc2c1sc(=S)n2-c1ccccc1
 : 90.5 | 112.9 | 87.3 | 100.5 | 96.9 | 90.7 | 97.1 | 94.0 | 100.0
15	COc1ccc(-c2nn(-c3cccc(Cl)c3)cc2C=C2C(=N)NC(=O)NC2=N)cc1
 : 96.4 | 107.9 | 118.3 | 101.5 | 114.4 | · | 99.1 | 89.9 | 101.7
16	COc1cc(-c2c3c(cn2CCN2CCCCC2)-c2oncc2CC3)cc(OC)c1OC
 : 101.2 | 105.7 | 89.5 | 99.8 | 94.0 | 97.6 | 94.7 | 81.4 | 107.3
17	CCN(CC)CCCNc1nccc2ccc(Cl)cc12
 : 96.8 | 106.4 | 84.9 | · | 104.3 | 100.1 | 110.9 | · | 111.0
18	Cc1ccc[n+](CCC(N)=O)c1
 : 87.4 | 93.1 | 115.2 | 104.1 | 87.3 | 93.5 | 97.6 | 87.0 | 91.1
19	CCOC(=O)c1cnc2c(-c3ccccc3Br)cnn2c1
 : 91.7 | 104.3 | 98.9 | 94.4 | 104.6 | 95.9 | 102.4 | 86.9 | 98.2
20	Cn1cnc2c(Cl)ncnc21
 : 99.5 | 107.7 | 112.1 | 96.9 | 94.1 | 109.0 | 99.5 | 88.7 | 101.0

Grouped by structure: the entries above containing a nitro group on carbon
Sequence of screens: U251 | HCC-2998 | HCT-116 | SNB-19 | SF-539 | SF-295 | SF-268 | SNB-75 | KM12
3	O=c1c2c3c(sc2[nH]c(=S)n1-c1ccc([N+](=O)[O-])cc1)CCCCC3
 : 95.3 | 105.1 | 94.5 | 93.0 | 105.0 | 95.7 | 101.5 | 97.4 | 102.8
13	COC(=O)CC1=C(c2ccc([N+](=O)[O-])cc2)CCC1=O
 : 102.7 | 109.2 | 112.4 | 109.3 | 97.0 | 100.0 | 100.9 | 82.0 | 107.2

Results in SNB-75 and SF-539, for 7 of the compounds above:
No. | canonical_smiles | SNB-75 | SF-539
16 | COc1cc(-c2c3c(cn2CCN2CCCCC2)-c2oncc2CC3)cc(OC)c1OC | 81.4 | 94.0
13 | COC(=O)CC1=C(c2ccc([N+](=O)[O-])cc2)CCC1=O | 82.0 | 97.0
20 | Cn1cnc2c(Cl)ncnc21 | 88.7 | 94.1
12 | O=C1CCC(=O)N1CN1CCN(c2cc(=O)n(-c3ccccc3)c3ccccc23)CC1 | 88.2 | 100.6
19 | CCOC(=O)c1cnc2c(-c3ccccc3Br)cnn2c1 | 86.9 | 104.6
17 | CCN(CC)CCCNc1nccc2ccc(Cl)cc12 | · | 104.3
18 | Cc1ccc[n+](CCC(N)=O)c1 | 87.0 | 87.3

Other records follow.
Sequence of screens: U251 | HCC-2998 | HCT-116 | SNB-19 | SF-539 | SF-295 | SF-268 | SNB-75 | KM12
21	CCOC(=O)c1c(N2CCOCC2)[nH]c(=O)c(C=Nc2ccc(Cl)cc2)c1O
 : 88.9 | 101.6 | 86.1 | 95.7 | 93.2 | 106.7 | 118.5 | 85.8 | 104.1
22	Cc1ccc(S(=O)(=O)OC[C@@]2(C)CC[C@]3(C)CC[C@]4(C)C(=CC[C@@H]5[C@@]6(C)CCCNC(C)(C)[C@@H]6CC[C@]54C)[C@@H]3C2)cc1
 : -89.6* | -92.3* | -80.6* | -16.7* | -93.2* | 85.6 | -55.2* | -57.1* | -91.7*
23	CCN1C2=C(Sc3ssc(=S)c31)SC1c3cccn3CCN1C2=O (centres undefined)
 : 104.0 | 88.2 | 98.1 | 102.5 | 99.9 | 111.3 | 99.9 | 71.7 | 106.0
24	COc1ccc(N=C2C(=Nc3ccc(OC)cc3)N(c3ccc(N(C)C)cc3)C(=S)N2c2ccc(OC)cc2)cc1
 : 49.3 | 104.5 | 81.6 | 75.1 | 54.2 | 2.5* | 90.2 | 8.7* | 86.8
25	COc1ccc(Cl)cc1Nc1nc(C(F)(F)F)ccc1C(=O)N/N=C/c1cc(OC)c(OC)c(OC)c1
 : 16.3 | 8.9* | · | 38.9 | 17.1 | 19.8 | 8.4* | 32.6 | 30.6
26	C=C(C)[C@@H]1CCC=C2CC[C@]3(C)[C@H](CC[C@@H]4[C@@]5(C)Cc6c([nH]c7ccccc67)C(C)(C)[C@@H]5CC[C@]43C)[C@H]21
 : 110.7 | 99.2 | 93.7 | 108.0 | 94.3 | 111.8 | 97.1 | 102.0 | 98.8
27	CCCCCc1cc(Cl)cc(Cl)c1O
 : 117.6 | 105.0 | 97.7 | 105.1 | 102.2 | 111.7 | 98.9 | 87.5 | 102.7
28	C[C@H]1[C@H](C)CC[C@]2(C(=O)O)CC[C@]3(C)C(=CC[C@@H]4[C@@]5(C)C/C(=C/c6cccnc6)C(=O)C(C)(C)[C@@H]5CC[C@]43C)[C@H]12
 : 51.2 | 77.9 | 41.7 | 73.9 | 84.1 | 56.7 | 73.1 | 73.7 | 41.7
29	COc1ccc(C(O)c2ncn(C)c2Cc2ccc(OCc3ccccc3)cc2)cc1 (centres undefined)
 : 90.4 | 94.4 | 75.4 | 76.9 | 87.7 | 85.8 | 90.3 | 45.9 | 85.0
30	CC(=O)[C@H]1CC[C@H]2[C@@H]3C[C@@H](O)C4=CC(=O)CC[C@]4(C)[C@H]3C(=O)C[C@]12C
 : 106.7 | 103.1 | 100.7 | 106.6 | 109.6 | 114.1 | 109.7 | 90.1 | 104.2

Random excerpt: 2 compounds from above
Sequence of screens: U251 | HCC-2998 | HCT-116 | SNB-19 | SF-539 | SF-295 | SF-268 | SNB-75 | KM12
28	C[C@H]1[C@H](C)CC[C@]2(C(=O)O)CC[C@]3(C)C(=CC[C@@H]4[C@@]5(C)C/C(=C/c6cccnc6)C(=O)C(C)(C)[C@@H]5CC[C@]43C)[C@H]12
 : 51.2 | 77.9 | 41.7 | 73.9 | 84.1 | 56.7 | 73.1 | 73.7 | 41.7
1	CS(=O)(=O)c1ccc(/C(=N/N=C(N)N)c2ccc(F)cc2)cc1
 : 67.2 | 90.3 | 33.7 | 63.0 | 99.5 | 71.0 | 78.9 | 94.6 | 58.2

New compounds follow:
Sequence of screens: U251 | HCC-2998 | HCT-116 | SNB-19 | SF-539 | SF-295 | SF-268 | SNB-75 | KM12
31	CC1=NNC(=O)C1NNc1ccccc1 (centres undefined)
 : 97.3 | 100.8 | 121.9 | 126.1 | 100.6 | · | 117.4 | 110.0 | 115.8
32	CC(=O)N1N=C(c2ccc(F)cc2)CC1c1cn(Cc2ccc(Cl)cc2)c2ccccc12 (centres undefined)
 : 82.5 | 93.3 | 93.3 | 79.5 | 84.4 | 84.4 | 83.2 | 75.7 | 66.4
33	N#Cc1c(N2CCNCC2)[nH]n(C2=Nc3ccccc3Sc3ccccc32)c1=O
 : 106.0 | 99.7 | 100.0 | 110.4 | 98.7 | 109.7 | 99.6 | 110.9 | 100.2
34	C=C(C)[C@@H]1CCC2=C[C@H](C/C(C)=C/C3=CC(C(=O)OC)=C(C1)O3)OC2=O
 : 107.3 | 127.4 | 107.3 | 97.7 | 102.3 | 102.9 | 97.7 | 91.2 | 102.6
35	CC(=O)N1N=C(c2ccc(Nc3nc(NCCO)nc(NCCO)n3)cc2)CC1c1ccc(F)cc1 (centres undefined)
 : 102.9 | 100.8 | 93.0 | 94.2 | 94.9 | 97.9 | 101.2 | 85.9 | 99.5
36	O=C(NCn1c(=O)[nH]c2ccccc2c1=O)Nc1ccc([N+](=O)[O-])cc1
 : 81.4 | 98.4 | 99.7 | 84.4 | 91.3 | 88.9 | 103.8 | 95.2 | 103.1
37	C#CCOc1cccc(-c2ncc3cc(NC(=O)C=C)ccc3n2)c1
 : 75.2 | 101.2 | 65.0 | 70.2 | 78.5 | 78.1 | 69.7 | 31.1 | 69.2
38	CCCCCCC1N=C(N)N=C(N)N1c1ccc(Cl)cc1 (centres undefined)
 : 37.1 | 96.5 | 24.3 | 53.0 | 64.2 | 36.3 | 32.8 | 16.9 | 45.0
39	O=[N+]([O-])c1ccc(N/N=C\c2ccc(O)cc2O)nc1
 : 28.4 | 10.6 | 21.3 | 58.6 | 37.5 | 28.5 | 37.3 | 53.6 | 29.2
40	C[C@]12CC[C@@H]3c4cc(N)c(O)cc4CC[C@H]3[C@@H]1CC[C@@H]2O
 : · | 127.1 | 98.8 | 119.9 | 113.4 | 230.9 | 100.1 | 104.2 | 99.5
41	O=C(Cc1ccc(NS(=O)(=O)c2ccccc2)cc1)N1CCN(c2ccc(F)cc2)CC1
 : 91.7 | 100.2 | 89.1 | 95.8 | 94.8 | 96.9 | 97.8 | 102.0 | 89.3
